RTF Ca sens act: cardiac RTF calcium sensitivity activators, primary screen, biochemical, IANBD-TnC fluorescence, EC20 calcium; activation, % at 7.2 µM; IANBD-labeled TnC RTF fluorescence at EC20 calcium; 0% EC20 calcium, 100% full calcium; 0.24% of 340,000 active;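 active = activation above the mean over all tested compounds plus 3 SD, cut at about 30% in these data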;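 note: rise in fluorescence read as greater calcium sensitivity of cardiac thin filaments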
Wnt bcat act: Wnt/beta-catenin pathway activators, primary screen, cell-based, plate reader, single point; Wnt/beta-catenin reporter cell assay, activator; activation, % at 9.35 µM; 1.2% of 300,000 active; AID 743398, 2014; in the data active = activation above about 30%, passing the limit was not always enough;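 note: 0% = neutral control wells and 100% = positive control wells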
Arrestin-AP2 inh: inhibitors of beta-arrestin/AP2 binding, primary screen, biochemical, GPCR trafficking, flow cytometry | FITC-arrestin peptide / GST-AP2 beads; AP2 beta2 appendage carries R879A mutation | 0.31% of 340,000 active | AID 504490, 2011 | inhibition, % at 10 µM | beta-arrestin 1 C-terminal peptide binding to AP2 beta2-adaptin appendage (human);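 active = inhibition above a set limit, near 3 SD of compounds lacking own fluorescence, cut at about 54% in these data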;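 note: plate controls were DMSO wells for no effect and 5 µM unlabelled arrestin peptide for full effect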
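Material – AP2 appendage R879A on GSH beads · Buffer or medium – PBS with 0.05% Tween 20 and 0.1% BSA · Probe or stimulus – fluorescein-tagged arrestin peptide at 50 nM final · Incubation – compound with beads 12 min RT, then probe 1 h RT · Detection – high-throughput flow cytometry of beads, ex 488, em 535 nm · Evaluation – percent response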
DSG3 Ab inh: inhibitors of pemphigus antibody binding to DSG3, primary screen, biochemical, bead-based, flow cytometry, scFv-GFP. Desmoglein-3 (Homo sapiens), P32926. DSG3-coupled beads, scFv-anti-DSG3-GFP binding; stronger effect = lower value. binding (percent of control), % at 10 µM. 0.48% of 310,000 active;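 active = binding more than 3 SD below its plate's average and above zero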;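 note: hits lower antibody fragment binding to DSG3; some compounds called inactive have numbers as strong as hits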
Cardiac RTF inh: cardiac RTF calcium sensitivity inhibitors, primary screen, biochemical, IANBD-TnC fluorescence, EC70 calcium; Troponin I, cardiac muscle (Homo sapiens) + Troponin T, cardiac muscle (Homo sapiens) + …; IANBD-labeled cardiac RTF, Ca2+ fluorescence; inhibition, % at 7.15 µM; 0.12% of 340,000 active; AID 493244, 2011;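 active = inhibition above the mean inhibition of all tested compounds plus 3 SD, cut at about 17% in these data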;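 note: assay run at fixed EC70 calcium of 1.6 mM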
MOR-DOR ag: agonists of OPRM1-OPRD1 heterodimerization, primary screen, cell-based, luminescence; 0.3% of 340,000 active; AID 504326, 2011; cells; activation, % at 9.3 µM; in the data active = activation above about 18%;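 note: 0% = vehicle-treated cells and 100% = reference agonist; values of inactives mirror those of a sister screen read the other way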
Target sequence (P35372 whole entry, looked up): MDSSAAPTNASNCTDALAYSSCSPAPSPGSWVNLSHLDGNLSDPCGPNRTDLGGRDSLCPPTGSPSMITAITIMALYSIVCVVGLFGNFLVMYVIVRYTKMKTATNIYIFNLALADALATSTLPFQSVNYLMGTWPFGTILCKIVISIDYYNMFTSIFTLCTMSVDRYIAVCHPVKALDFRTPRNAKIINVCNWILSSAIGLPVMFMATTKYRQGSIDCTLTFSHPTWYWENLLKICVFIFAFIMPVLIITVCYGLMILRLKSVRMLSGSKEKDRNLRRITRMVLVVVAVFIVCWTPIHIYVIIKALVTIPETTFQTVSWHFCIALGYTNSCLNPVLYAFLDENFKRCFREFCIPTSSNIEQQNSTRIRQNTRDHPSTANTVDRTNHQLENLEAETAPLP
Target sequence (P41143 whole entry, looked up): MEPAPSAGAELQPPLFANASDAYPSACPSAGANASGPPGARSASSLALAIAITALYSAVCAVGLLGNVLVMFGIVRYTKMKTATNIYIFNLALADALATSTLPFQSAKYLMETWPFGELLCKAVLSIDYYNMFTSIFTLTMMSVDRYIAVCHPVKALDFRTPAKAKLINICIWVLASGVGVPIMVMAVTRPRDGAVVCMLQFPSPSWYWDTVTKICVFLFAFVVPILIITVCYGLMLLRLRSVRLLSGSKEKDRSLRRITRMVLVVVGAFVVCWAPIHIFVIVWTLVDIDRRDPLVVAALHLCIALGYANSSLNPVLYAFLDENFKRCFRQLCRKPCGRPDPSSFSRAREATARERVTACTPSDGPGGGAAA
MOR-DOR inv ag: inverse agonists of MOR-DOR heterodimerization, primary screen, cell-based, luminescence. 0.21% of 340,000 active. inhibition, % at 9.3 µM. cell-based MOR-DOR heterodimer luminescence, inverse agonism. AID 504357, 2011; in the data active = inhibition above about 22%, passing the limit was not always enough;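 note: 0% = cells with DMSO and 100% = wells without cells with DMSO; values of inactives mirror those of a sister screen read the other way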
C-LANA FP: inhibitors of KSHV C-LANA binding to DNA, primary screen, biochemical, fluorescence polarization, FAM-LBS DNA, MBP-C-LANA, single point | Kaposi's sarcoma herpesvirus LANA C-terminal domain (residues 932-1162) DNA binding | inhibition, % at 9 µM | 0.078% of 340,000 active | AID 504423, 2011;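 active = highest replicate inhibition at or above 60% at 9 µM, even if other replicates fall short; inactive = all replicates below 60% inhibition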;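 note: 0% = neutral control wells and 100% = 4 µM acridine orange control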
Keap1-Nrf2 PPI: Keap1-Nrf2 protein-protein interaction inhibitors, primary screen, biochemical, fluorescence polarization, single point | inhibition, % at 9.4 µM | 0.15% of 340,000 active | Keap1 Kelch-Nrf2 peptide fluorescence polarization, 1536-well | AID 504523, 2011; in the data active = inhibition above about 12%;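 note: human Keap1 Kelch domain with fluorescein labeled Nrf2 9mer peptide probe; 0% = neutral control wells and 100% = peptide positive control; higher means more block of Keap1 binding to Nrf2 peptide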
V-ATPase pH: regulators of yeast V-ATPase proton pumping, primary screen, pHLuorin cytosolic pH fluorescence | S. cerevisiae | response, % at 10 µM | 0.37% of 350,000 active; in the data active = response mostly above about 7.3%, no sharp cut-off; inactive = mostly below about 5.4%; note: actives read high; inactives centre near 0; some compounds called inactive have numbers as strong as hits; reference of the scale not given here
Active calls of the source: *; nt = not tested or not shown; & = joins results of further samples.

SMILES	RTF Ca sens act	Wnt bcat act	Arrestin-AP2 inh	DSG3 Ab inh	Cardiac RTF inh	MOR-DOR ag	MOR-DOR inv ag	C-LANA FP	Keap1-Nrf2 PPI	V-ATPase pH
COCCn1nnnc1C(c1ccccc1OC)N1CCN(c2ccccc2)CC1 (centres undefined)	0.9	nt	-21.4	nt	-1.2	-1.4	5.6	0.6	0.1	-2.1
Oc1c(CN2CCN(c3ccccc3)CC2)cc(Br)c2cccnc12	4.3	0.8	-3.2	107.1	-2.1	2.3	-10.7	-1.0	-3.0	-0.4
CCOc1ccc(-c2nc(CN3CCCC(C(=O)N4CCOCC4)C3)c(C)o2)cc1 (centres undefined)	-2.9	-0.9	5.3	109.7	-4.1	-2.3	12.5	1.4	-9.5	-3.2
CCOC(=O)N1CCC(NC(=O)C2CCN(Cc3nc(-c4ccc(CC)cc4)oc3C)CC2)CC1	-1.1	-1.2	4.8	98.0	-0.5	-0.3	1.8	-0.4	-0.8	-0.2
CCOc1ccc(N2C(=O)c3cccnc3C2Nc2ccc(Cl)cc2)cc1 (centres undefined)	0.9	-3.0	2.6	108.3	-0.2	-2.1	11.3	-0.5	-0.9	2.6
C#Cc1cccc(NC(=O)c2ccc3c(c2)C(=O)N(Cc2cccnc2)C3=O)c1	6.3	-0.7	-2.7	104.1	-7.3	-0.1	0.5	-1.5	-4.5	-2.2
Cc1ccc(C)c(S(=O)(=O)N2CCN(C(=O)Cc3sc(C)nc3-c3ccc(F)cc3)CC2)c1	-1.5	-1.6	-0.5	99.3	0.0	-1.1	4.5	-2.0	-2.1	-0.3
CCCCNC(=O)CN(Cc1ccco1)S(=O)(=O)c1ccc(C(C)=O)cc1	-1.8	3.3	-8.6	98.0	3.2	-1.3	5.1	-1.4	1.4	-0.6
Cc1ccc(C(=O)O/N=C(\N)c2ccc(Br)cc2)cc1C	-3.2	nt	6.7	94.9	1.5	5.8	-35.3	-0.2	-2.0	-0.8
N=C1N(c2ccccc2)C(=S)C(=Nc2ccccc2)N1c1ccccc1	0.9	-3.2	-14.2	92.8	-8.4	-3.5	17.9	-0.2	-3.6	3.4
O=C(NCc1ccc2c(c1)OCO2)C12CC3CC(CC(C3)C1)C2	1.7	nt	-12.1	84.2	-7.4	-2.8	13.9	-0.7	1.7	3.3
COc1cc(/C=C2\CC/C(=C\c3cc(OC)c(OC)c(OC)c3)C2=O)cc(OC)c1OC	2.0	nt	-7.4	80.0	-3.2	-2.6	13.2	3.4	-0.9	-0.7
COc1cccc(CN(C)CC(=O)Nc2cc3oc4ccccc4c3cc2OC)c1	4.0	4.2	2.6	108.6	2.2	0.8	-4.1	1.1	-4.4	3.0
Cc1c(CNCCC2=CCCCC2)c(C(=O)O)c(C)n1Cc1ccccc1	-4.8	-0.9	5.5	99.6	0.2	-0.7	3.5	-0.6	-5.6	-2.5
COC(=O)C(C(=O)OC)C(c1ccccc1)C(C(=O)c1ccccc1)[N+](=O)[O-] (centres undefined)	5.9	2.7	7.8	97.7	-2.7	-1.0	5.1	-0.4	-2.7	-0.1
CN(C)C(=O)c1c(-c2ccccc2)oc2ccc(O)cc12	-2.1	nt	-1.9	97.2	2.0	-0.4	2.1	0.9	-3.3	-2.1
CC(C)(C)NC(=S)NC(=O)C12CC3CCC(CC(C3)C1)C2	-0.2	-10.3	3.0	95.0	12.8	3.6	-22.7	-2.9	3.7	0.4
O=C(NC1CCC(O)CC1)C1CCN(S(=O)(=O)c2c(Cl)cccc2Cl)CC1 (centres undefined)	4.0	-2.0	2.9	nt	-6.2	-2.6	10.1	-0.8	-3.1	1.8
Cc1ccc(O)c(NC(=S)NC(=O)COc2ccc(Br)cc2)c1	0.8	-2.4	10.5	100.1	-0.8	22.7*	-131.4	-1.0	-2.2	1.7
Cc1ccc(-c2noc(CC(c3ccccc3)c3ccccc3)n2)cc1	9.6	nt	7.6	100.9	-1.2	2.0	-10.8	-0.8	-7.1	3.8
CCOc1ccc(-c2csc(C3COc4ccccc4O3)n2)cc1 (centres undefined)	5.9	nt	8.7	101.7	-2.5	0.8	-4.4	-1.1	-3.5	4.8
CN1CCN(C(=O)CSc2nc(-c3ccco3)cc(C(F)(F)F)n2)CC1	-2.7	-0.6	3.6	102.2	4.0	-2.0	9.7	-2.2	-2.8	-1.8
CCOc1cccc(/C(O)=C2/C(=O)C(=O)N(CCN3CCOCC3)C2c2cccnc2)c1 (centres undefined)	3.4	-3.7	0.6	108.9	-1.4	1.2	-7.1	1.9	-3.8	0.7
CCCN(CCC)C(=S)NC(=O)c1ccc(Cl)cc1Cl	10.1	nt	-5.9	102.9	-8.5	-0.8	4.4	1.1	-5.1	1.0
O=C(NCc1ccc(F)cc1)N1CCN(C(=O)c2ccccc2)CC1	-4.9	-1.1	-3.0	113.2	2.0	-3.8	14.9	-1.6	-5.2	0.6

Continuation:
SMILES	RTF Ca sens act	Wnt bcat act	Arrestin-AP2 inh	DSG3 Ab inh	Cardiac RTF inh	MOR-DOR ag	MOR-DOR inv ag	C-LANA FP	Keap1-Nrf2 PPI	V-ATPase pH
O=C(NC12CC3CC(CC(C3)C1)C2)c1ccc(-c2ccc(Br)cc2)o1	3.5	7.5	-4.9	92.0	4.0	1.3	-8.0	-2.7	-4.8	-3.7
Cc1ccc(NC(=O)Cn2c(=O)oc3cc(S(=O)(=O)N4CCC(C)CC4)ccc32)cc1C	1.3	-6.2	-4.7	102.8	-18.4	0.6	-3.3	-1.6	-4.2	-2.2
O=C(c1cc(F)ccc1F)C1CCCN(Cc2cccn2-c2ccccn2)C1 (centres undefined)	-1.1	-0.9	29.1	88.9	-7.6	-3.4	17.9	-1.5	-0.8	1.7
CCN(C(=O)CN1CCN(S(=O)(=O)c2cc(Cl)ccc2Cl)CC1)c1c(N)n(Cc2ccccc2)c(=O)[nH]c1=O	1.8	-6.0	2.0	95.4	5.0	-0.1	0.9	-0.7	-0.3	-3.0
O=C(C(=O)N1CCN(c2cccc(Cl)c2)CC1)N1CCCCC1	2.9	-0.9	-4.4	93.8	4.4	-4.1	19.5	0.4	-0.7	1.7
COc1cccc(/C=N/NC(=O)CSCC(=O)Nc2ccccc2)c1O	7.1	-4.0	-5.1	100.8	-4.3	-2.6	13.5	0.3	-3.6	0.7
Cc1ccc(OCCSc2ncnc3sc(C)c(C)c23)cc1C	8.2	-0.6	-1.9	107.2	-6.2	-1.7	10.0	1.9	-6.6	1.3
FC(F)c1nnc2ccc(Cl)nn12	2.5	-2.4	-7.0	106.8	2.0	-0.8	4.1	-1.8	-0.1	-3.3
CC(C(=O)c1ccc(Br)cc1)[n+]1cccc(NC(=O)c2ccccc2)c1 (centres undefined)	1.2	18.7	-2.5	95.4	5.1	0.4	-3.1	-0.3	2.9	-1.5
Cn1c(=O)[nH]c(=O)c2c1nc(N1CCOCC1)n2CCCSc1ncccn1	1.0	nt	2.9	99.8	7.1	-3.6	19.4	0.7	1.6	1.1
C=CCNC(=O)c1onc(CSc2ccc(C)c(C)c2)c1C(=O)O	1.2	2.8	7.9	105.3	2.6	0.7	-4.1	-1.9	-0.2	6.0
Cc1ccc(C(=O)Nc2cccc(C(F)(F)F)c2)cc1NC(=O)c1ccno1	11.0	-2.9&-3.7	-6.8	111.5&103.9	-5.0	-0.7	4.2	-2.0	-2.3	-1.3&2.6
Cc1cc(N2CCN(C)CC2)nc2ccc(NC(=O)CCC(=O)NCCC3=CCCCC3)cc12	1.7	-3.1	10.2	102.0	-8.0	-1.6	8.5	-1.8	-0.8	5.5
CCN(c1ccccc1)S(=O)(=O)c1nnc(NC(=O)CC(C)C)s1	1.4	1.0	38.1	95.7	5.2	-1.7	8.0	-0.2	-1.7	-2.4
O=S(=O)(Nc1ccc(-c2ccc(N3CCOCC3)nn2)cc1)c1cc(Cl)ccc1Cl	-0.7	4.7	-0.1	104.3	1.0	2.6	-16.6	1.0	-4.4	10.1
O=C(CN(Cc1ccccc1)C(=O)CCC(=O)Nc1ccccn1)NCc1ccc(F)cc1	-4.2	2.4	-4.6	103.8	-10.8	0.9	-7.3	0.0	-7.6	1.0
O=C(Nc1nccs1)c1ccc(S(=O)(=O)NCC2CCCCC2)cc1	1.7	nt	1.4	101.3	2.5	6.0	-32.5	-1.8	-1.9	2.5
Cc1ccc(CNC(=O)c2ccc(C)c(S(=O)(=O)N3CCCCC3)c2)cc1	-2.0	-3.1	2.3	103.1	-6.5	-1.2	5.0	2.7	-2.7	-5.4
Cc1cc(C)n2nc(C(=O)N/N=C/c3c4ccccc4cc4ccccc34)nc2n1	3.7	1.0	0.7	102.4	2.0	-1.3	6.1	1.3	-8.1	-2.5
Cc1cc(Br)cc(C)c1NC(=O)c1ccccc1[N+](=O)[O-]	-8.2	-2.2	-7.4	96.6	-24.2	-0.5	3.0	2.6	-6.6	5.5
CCC(C)c1ccccc1OCCCCN1CCCC1 (centres undefined)	6.2	-8.2	-4.6	134.6	-8.5	-0.4	2.3	-1.1	3.9	-0.5
COc1ccc(CCn2c(C)cc(C(=O)CSc3nnnn3-c3ccccc3)c2C)cc1OC	-10.6	-9.4	3.3	96.1	-9.2	0.1	-0.3	-0.8	0.5	-1.9
Cc1cc(=O)oc(C)c1C(=O)NCCN(C)Cc1ccccc1	2.2	-0.2	-11.9	nt	-0.6	-1.8	8.3	1.1	-6.2	-1.6
Cc1c(C(=O)c2ccc(Cl)cc2[N+](=O)[O-])c2ccccn2c1CCC#N	2.7	nt	-5.2	102.1	-13.6	0.4	-2.1	0.7	-4.6	1.1
CCOc1cccc(C(=O)Nc2nccs2)c1	-1.5	nt	-2.9	102.9	-5.4	-2.2	12.9	1.0	1.5	1.9
CN1CCN(C(=S)Nc2ccc(Cl)cc2)CC1	0.2	-10.5	15.3	92.2	-11.4	-1.6	7.6	-0.9	5.3	4.8
Cc1c(Cl)cccc1NC(=O)CSc1ccc(-c2cccnc2)nn1	-0.4	-0.4	10.2	90.9	-13.6	-0.5	2.4	-1.1	1.1	0.6
O=C(O)CCCCCNC(=O)/C=C/c1ccco1	8.5	-0.9	20.0	nt	-11.7	-2.3	11.4	-0.6	-1.7	-2.1
C=C(C)Cn1c(N2CCCC2)nc2c1c(=O)n(C)c(=O)n2C	-2.6	2.1	8.8	105.2	-2.6	-3.0	13.7	-4.6	-6.0	-3.6
